N370S GC: inhibitors or activators of N370S glucocerebrosidase for Gaucher disease; 330,000 compounds, 0.092% hits; Potency, µM (highest dose often 59.4 µM), for inactives: at the top dose activity change, negative = inhibition, usual class: inhibitors; N370S GC spleen homogenate, 4MU-glucoside fluorescence; P04062;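 also: 0% = full enzyme activity and -100% = no enzyme basal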
KAT2A inh: inhibitors of human GCN5L2 histone acetyltransferase; 390,000 compounds, 0.21% hits; Q92830; Potency, µM (highest dose often 58.9 µM), for the others: at the highest dose activity change, negative = inhibition, hits mostly inhibitors; GCN5L2 HAT assay, ThioGlo1 CoA-SH fluorescence; AID 504327
Target sequence (Q92830 whole entry, looked up): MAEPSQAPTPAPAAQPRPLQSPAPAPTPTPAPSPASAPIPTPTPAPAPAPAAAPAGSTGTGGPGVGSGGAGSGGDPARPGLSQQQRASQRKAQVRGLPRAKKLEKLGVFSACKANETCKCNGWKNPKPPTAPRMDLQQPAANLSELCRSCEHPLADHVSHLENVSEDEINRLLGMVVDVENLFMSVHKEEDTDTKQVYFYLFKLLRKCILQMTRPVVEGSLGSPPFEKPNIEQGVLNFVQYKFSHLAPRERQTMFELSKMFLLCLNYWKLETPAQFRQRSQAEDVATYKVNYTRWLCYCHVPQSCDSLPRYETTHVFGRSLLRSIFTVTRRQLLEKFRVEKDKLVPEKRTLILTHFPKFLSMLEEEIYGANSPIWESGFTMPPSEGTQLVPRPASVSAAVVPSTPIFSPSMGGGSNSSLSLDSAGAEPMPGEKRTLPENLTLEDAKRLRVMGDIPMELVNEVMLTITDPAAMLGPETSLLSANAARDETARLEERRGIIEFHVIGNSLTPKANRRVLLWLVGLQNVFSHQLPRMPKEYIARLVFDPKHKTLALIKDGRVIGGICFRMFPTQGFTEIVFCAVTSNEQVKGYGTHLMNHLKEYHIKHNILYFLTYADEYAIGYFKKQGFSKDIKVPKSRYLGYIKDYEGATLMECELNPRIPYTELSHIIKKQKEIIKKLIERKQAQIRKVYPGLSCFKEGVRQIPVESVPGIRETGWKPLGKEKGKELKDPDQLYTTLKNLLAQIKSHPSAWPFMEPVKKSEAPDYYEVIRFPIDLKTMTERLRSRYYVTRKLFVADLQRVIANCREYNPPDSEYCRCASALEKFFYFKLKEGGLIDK
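qHTS, 1536-well. 20nM enzyme, pH 7.5 HEPES/EDTA/Tween-20 buffer; 15 min compound preinc., RT. Start: 75uM H3(1-25), 70uM AcCoA, 50uM ThioGlo1. Read Ex340/Em540 at t=0 (autofluorescence flag) and t=20 min.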
FEN1 inh: blocks human flap endonuclease 1; P39748; Recombinant FEN1 flap cleavage, fluorescence, 15 min; Potency, µM (series often up to 114 µM), inactives show at the highest dose activity change, negative = inhibition, hits mostly inhibitors; 390,000 compounds, 0.35% hits; also: nearly all actives have a fitted effect of over 65% in size
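Steps: FEN1 (10 nM) dispensed; compound added by pin tool; 15 min at room temperature; substrate added to 50 nM final; reads at 0 min and 15 min; data normalized and fitted (four-parameter Hill).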
Numbers without * were called inactive; ? = inconclusive; . = no result given; & = joins results of further samples; [ ] = dose if it differs, or a comment. Calls follow the shape of the dose curve; as a rule, active = well fitted curve in the direction sought with a large enough effect; inconclusive = small, poorly fitted or top-dose-only effect, or another doubt; inactive = no such curve, though single readings can be large; an effect the other way counts as inactive or inconclusive. Unless noted, % is scaled to controls: 0 for no effect and ±100 for the full control effect; potency is read from the fitted curve at half-maximal effect.

A first look (seven entries):
SMILES	N370S GC	KAT2A inh	FEN1 inh
CCCCN=C1NN=C(c2ccc3c(c2)OCCO3)CS1	-17%	-4%	-18%
COc1ccc(-n2c(=S)[nH]c3cc(C(=O)Nc4cc(OC)c(OC)c(OC)c4)ccc3c2=O)c(OC)c1	-11%	3%	3%
COc1ccc(NC(=O)C2CC(=O)N=C(N)S2)cc1 (stereo not given)	3%	-8%	2%
CCC1(C)CC(=O)N(c2ccc(C(=O)O)c(O)c2)C1=O (stereo not given)	-5%	-3%	-2%
Cc1cc(-c2c(C(=O)N3CCOCC3)c(C)nn2-c2cccc(C(F)(F)F)c2)no1	20%	-9%	-4%
O=C(NN=Cc1ccc(F)cc1)c1cccc(S(=O)(=O)N2CCCC2)c1	.	0%	-8%
CCc1cc(C(=O)N2CCCC(CO)(Cc3ccc(F)cc3)C2)n(C)n1 (stereo not given)	-9%	1%	-1%

The list itself, repeating the preview:
SMILES	N370S GC	KAT2A inh	FEN1 inh
CCCCN=C1NN=C(c2ccc3c(c2)OCCO3)CS1	-17%	-4%	-18%
COc1ccc(-n2c(=S)[nH]c3cc(C(=O)Nc4cc(OC)c(OC)c(OC)c4)ccc3c2=O)c(OC)c1	-11%	3%	3%
COc1ccc(NC(=O)C2CC(=O)N=C(N)S2)cc1 (stereo not given)	3%	-8%	2%
CCC1(C)CC(=O)N(c2ccc(C(=O)O)c(O)c2)C1=O (stereo not given)	-5%	-3%	-2%
Cc1cc(-c2c(C(=O)N3CCOCC3)c(C)nn2-c2cccc(C(F)(F)F)c2)no1	20%	-9%	-4%
O=C(NN=Cc1ccc(F)cc1)c1cccc(S(=O)(=O)N2CCCC2)c1	.	0%	-8%
CCc1cc(C(=O)N2CCCC(CO)(Cc3ccc(F)cc3)C2)n(C)n1 (stereo not given)	-9%	1%	-1%
Cc1ccc(CSCC(=O)N2CCOCC2)cc1	6%	-10%[0.501 µM]	3%
COc1ccc(N(C(=O)c2ccccc2)S(=O)(=O)c2cccs2)cc1	17%	-12%	-2%
NC(=NCCc1ccccc1)c1cccc([N+](=O)[O-])c1	-4%	-27%	-4%
O=C(NCCO)C(=O)NCC1CCCN1S(=O)(=O)c1cccs1 (stereo not given)	-5%	1%	-11%
c1ccc2c(c1)[nH]c1nc3nncn3nc12	-3%	-5%	-7%
Cc1cc(C(=O)CSc2nnc(Nc3ccccc3)s2)c(C)n1CC1CCCO1 (stereo not given)	13%	-6%	0%
COc1cc([N+](=O)[O-])cc(/C=N/NC(=O)C(C)Nc2cccc3ccccc23)c1O (stereo not given)	-11%	-3%	4%
Cc1ccc2nc(NC(=O)C3CCCN(S(=O)(=O)c4cccnc4)C3)sc2c1 (stereo not given)	15%	-3%	-11%
CC(=O)Nc1c2c(nn1-c1ccccc1C)CS(=O)(=O)C2	-18%	-6%	0%
O=C(/C=C/c1ccccc1)OCCCN=C1NS(=O)(=O)c2ccccc21	4%	-3%	1%
COc1cccc(OCC(=O)Nc2ccc(OC)c(OC)c2)c1	0%	-1%	-14%
C/C(=N\NC(=S)NC(C)C)c1ccc(Cl)s1	20%	-11%	-6%
CN(Cc1ccccc1)C(=O)CSc1cc(=O)n(C)c2ccccc12	5%	-5%	-10%
COC(=O)c1ccc(NC(=O)CC2C(=O)N(c3ccc(Cl)cc3)C(=O)N2Cc2ccco2)cc1 (stereo not given)	.	-6%	-16%
COc1cc(NS(=O)(=O)c2ccc(NC(=O)/C=C/c3cccc([N+](=O)[O-])c3)cc2)ncn1	0%	0%	-15%
COCCn1c(=S)[nH]c2cc(C(=O)N3CCN(c4ccc(F)cc4)CC3)ccc2c1=O	-6%	0%	-8%
O=S(=O)(Nc1cccc(-c2ccc(N3CCCCCC3)nn2)c1)c1ccccc1	.	-23%	-1%
N#C/C(=C(\O)C(F)(F)F)c1nnc2n1CCCCC2	-1%	-3%	10%
NC(=O)CSc1nnc2sc3ccccc3n12	6%	-2%	-4%
Oc1ccccc1C1=NCCNC(C(F)(F)F)=C1	?	-1%	-19%
Cc1cccc(-n2ncc3c(N4CCOCC4)ncnc32)c1	0%	-10%	2%
CC(C)N(C(=O)[C@H]1C[C@H](CC(=O)NC(C)(C)C)C(=O)N2CCc3c([nH]c4cc(-c5ccco5)ccc34)[C@]12C)C(C)C	.	-7%	-15%
CC(C)OC(=O)CSc1nc(-c2ccc(F)cc2)cc(C(F)(F)F)n1	11%	0%	-9%
Cc1ccc(OC(=O)c2cc(-c3ccccc3)nc3ccc(C)cc23)cc1	.	-4%	0%
COc1cc(OC)c(NC(=O)c2ccccc2F)cc1Cl	9%	-8%	-12%
Cn1ccc(C(=O)OCC(=O)Nc2ccccc2Cl)n1	-2%	-7%	13%
CN1C(=O)c2ccc(C(=O)NCc3ccccc3)cc2C1=O	-2%	-25%	5%
CCOC(=O)c1cn2nc(Oc3ccc(OC)cc3)ccc2n1	4%	-3%	-8%
c1ccc(Oc2ccc(-c3ccnc4nc(N5CCOCC5)nn34)cc2)cc1	10%	-1%	0%
Oc1ccc(Cl)cc1-c1cc(-c2ccccc2Cl)[nH]n1	1%	-5%	-12%
OCCN(CCCn1c(C(F)(F)F)nc2ccccc21)c1nc(CN2CCCCC2)cs1	-4%	0%	17%
NC(=O)C1CCN(C(=O)c2cc(-c3ccc(Cl)cc3)nc3ccccc23)CC1	.	2%	-4%
COc1ccccc1CNC(=O)c1cc2c(s1)-c1ccccc1OC2	.	-17%	-18%
Cc1ccc(N(O)C(=O)NCCCCNC(=O)N(O)c2ccc(C)cc2)cc1	-4%	-24%	-13%
Cc1ccc(Sc2c(C#N)c(-c3ccccc3)nn2C)cc1	12%	0%	-1%
Cc1csc(NC(=O)CSc2nnc(-c3cccnc3)o2)n1	2%	-1%	5%
CCC1C(=O)N=C(SCC(=O)Nc2ccc(C(=O)OC)cc2)NC1=O (stereo not given)	14%	0%	5%
CCCCCOc1ccc(C(=O)Nc2ccc(N3CCOCC3)cc2N2CCOCC2)cc1	.	-5%	-11%
Cc1cc(-c2ccc(C)c(S(=O)(=O)NCc3cccc(Br)c3)c2)on1	-6%	?	-18%&11%
N#Cc1ccc(OCC(=O)OCCCOC(=O)COc2ccc(C#N)cc2)cc1	-3%	-4%	-3%
COc1ccc(CNC(=O)CCCn2nc(C)c3sc4ccccc4c3c2=O)cc1OC	.	-6%	0%
Cc1ccc2nc(Cc3ccc(N)cc3)[nH]c2c1	7%	-7%	-10%
CC12CC3(C)CC(C)(C1)CC(C(=O)NC(=S)N1CCOCC1)(C2)C3	17%	-11%	2%
CCOc1ccc(/C=N/NC(=O)c2cc3c(OC)cccc3[nH]2)cc1	-3%	3%	?
O=C(NNC(=S)NCc1ccccc1)c1ccccc1OC(F)F	-5%	-1%	0%
CC(C)c1cc(CNC(=O)C2CCC(=O)N(Cc3ccccc3F)C2)on1 (stereo not given)	-5%	-9%	3%
CC1(C)CC(NC(=O)c2cc(S(=O)(=O)N3CCOCC3)ccc2Cl)CC(C)(C)N1	.	0%	-15%
CN(C)CCCn1c(SCC(=O)Nc2sc3c(c2C#N)CCCC3)nnc1-c1ccncc1	-8%	-7%	0%
COc1ccc(-c2nc(NC(=O)c3n[nH]c(=O)c4ccccc34)sc2C)cc1	0%	2%	-3%
O=C1C2C3C=CC(CC3)C2C(=O)N1/N=C/c1ccc(O)c(O)c1 (stereo not given)	0%	-6%	6%
Cc1cccc(NC(=O)NC2CCCCCCC2)c1	1%	-6%	-15%
Cc1cccc(N(CC(=O)NCCSCc2ccccc2)S(=O)(=O)c2ccccc2)c1C	.	-14%	0%
COC(=O)CNC(=O)C(CCSC)NC(C)=O (stereo not given)	8%	-1%	3%
Further entries.
SMILES	N370S GC	KAT2A inh	FEN1 inh
CCOC(=O)CSc1nnc(-c2ccccc2)c(-c2ccccc2)n1	-5%	-7%	-18%
C[C@H](N)c1nnc(SCC(N)=O)o1	0%	-8%	11%
CC(=O)N1CCCc2ccc(NS(=O)(=O)c3cccc(Cl)c3)cc21	.	0%	-1%
CCCCN(CC)S(=O)(=O)c1c(C)[nH]c(=O)[nH]c1=O	0%	-2%	-3%
CCOc1ccc(S(=O)(=O)N2CCC(C(=O)NCCc3ccc(S(N)(=O)=O)cc3)CC2)cc1	-5%	-5%	0%
CCN(CC)c1ccc(NC(=O)CN2CCN(c3ccccc3F)CC2)cc1	-1%	-5%&-1%	-18%&-14%
CCCCn1nnnc1NCc1cccc(OC)c1OC	-7%	-3%	1%
COC(=O)C1(C)NC(c2ccc(C)cc2)C2C(=O)N(c3ccc(F)cc3)C(=O)C21 (stereo not given)	1%	-7%	12%
O=C(c1cc(COc2ccc(F)cc2Cl)on1)N(Cc1ccncc1)CC1CCCO1 (stereo not given)	-2%	-1%	-7%
Cc1ccc(S(=O)(=O)N2CCOCC2)cc1C(=O)Nc1ccc(C(N)=O)cc1	2%	-8%	-14%
Cc1nnc2ccc(-c3ccc(NS(C)(=O)=O)cc3)nn12	-4%	-3%	-13%
COc1cccc(NC(=O)CSc2cccc[n+]2[O-])c1	.	-1%	-3%
O=C(COc1ccc(Cl)c2cccnc12)N1CCOCC1	.	-5%	-6%
O=C(NCCc1ccc(Cl)cc1)C1CCCO1 (stereo not given)	-6%	3%	2%
CN(CC(=O)Nc1ccc(N2CCOCC2)cc1)CC(=O)Nc1ccc(C(F)(F)F)cc1	-4%	-8%	-4%
COc1ccc(NC(=O)CN(C)S(=O)(=O)c2ccc(Cl)cc2)c([N+](=O)[O-])c1	5%	1%	-11%
COc1ccc(N2CCN(Cc3cc4c(cc3Br)OCCO4)CC2)cc1	-18%	-1%	-14%
CCCCC(=O)Nc1cc(-c2nc3cccnc3s2)ccc1C	.	-20%	-21%
CC(=O)c1ccc(S(=O)(=O)Nc2ccc(-c3cn4c(n3)SCC4)cc2)cc1	-4%	-4%	-7%
CCNC(=O)C1CCCN(c2nc(C)cc(C)n2)C1 (stereo not given)	-14%	-6%	22%
CCOc1ccc(CCNC(=O)c2cnc3sc(N4CCCCC4)nn3c2=O)cc1	.	0%	7%
O=C(COC(=O)c1ccccc1)NC12CC3CC(CC(C3)C1)C2	.	0%	14%
COc1ccc(NC(=O)CSc2nnc(-c3ccccc3)n2N)cc1	-6%	1%	4%
CCn1ncc(C2=NOC(C(=O)NCc3ccc(OC)cc3)C2)c1C (stereo not given)	3%	2%	1%
O=C(CN1C(=O)NC2(CCCCC2)C1=O)N1CCN(C(=O)c2cccs2)CC1	.	-4%	-8%
CN(C(=O)CC(=O)Nc1ccc(Cl)c(Cl)c1)c1ccccc1	-1%	-7%	-4%
NC(N)=NCCC[C@H](N)C(=O)N1CCC[C@H]1C(=O)N1CCC[C@H]1C(=O)NCC(=O)N[C@@H](Cc1ccccc1)C(=O)N[C@@H](CO)C(=O)N1CCC[C@H]1C(=O)N[C@@H](Cc1ccccc1)C(=O)O	-3%	6%	.
COc1ccc(-n2c(C)nn(CC3CC3)c2=O)cc1	-5%	1%	-7%
N[C@@H](Cc1cc(-c2ccc(Cl)cc2Cl)cc(CP(=O)(O)O)c1O)C(=O)O	11%	?	.
Cc1[nH]c(=O)[nH]c(=O)c1S(=O)(=O)N1CCCC(C(=O)NCc2ccco2)C1 (stereo not given)	.	-5%	35%
COc1ccc(-c2c(C)c3ccc(O)cc3oc2=O)cc1OC	?	-11%	16%
COc1ccccc1CN(C)C(=O)CN1CCN(CC(=O)Nc2ccccc2Cl)CC1	.	-16%	-5%
Cn1cccc1C(=O)N1CCN(c2cccc(C(F)(F)F)c2)CC1	0%	0%	3%
O=C(NCCN1CCOCC1)c1csc2c1CCCC2	0%	2%	-3%
CN(CC(=O)Nc1ccccc1C(F)(F)F)C(=O)CSCc1ccccc1	1%	-13%	-7%
CCc1nn(C(C)C(=O)N2CCc3ccccc3C2)c(=O)c2cc3occc3n12 (stereo not given)	9%	-2%	1%
CCOc1ccc2nc(N3CCCC(C(=O)NCc4ccc(OC)cc4)C3)sc2c1 (stereo not given)	.	-3%	1%
CC(=O)O[C@]1(C(C)=O)CC[C@H]2[C@@H]3C[C@H](C)C4=CC(=O)CC[C@]4(C)[C@H]3CC[C@@]21C	-12%&-6%&-1%	-5%&-10%	-22%&5%
CCOC(=O)Cc1nnc(NC(=O)CSc2ccc(C)cc2)s1	-9%	-9%	-15%
CCOc1ccccc1/C=N/Nc1ccc(Cl)nn1	-10%	-9%	2%
C/C(CC(=O)Nc1cc(C)ccn1)=N\NC(=O)c1ccc(C)cc1	2%	-5%	-4%
Cc1nnc(NC(=O)CSc2nccn2-c2ccc(Cl)cc2)s1	.	10%	18%
CC(C)NS(=O)(=O)c1ccc(OCC(=O)NCCC2=CCCCC2)cc1	-27%	-2%	-13%
Cc1ccc(C(=O)N2CCN(c3ccccn3)CC2)cc1C	-1%	-5%	21%

Only N370S GC, for two of the compounds above:
SMILES | N370S GC
COc1ccc(-c2nc(NC(=O)c3n[nH]c(=O)c4ccccc34)sc2C)cc1 | 0%
O=C1C2C3C=CC(CC3)C2C(=O)N1/N=C/c1ccc(O)c(O)c1 (stereo not given) | 0%

Only part of the results is shown; rates above refer to the full screens.
